# CYP2C9 activ = activators of human CYP2C9 | P11712 | recombinant CYP2C9, luciferin-H conversion, luminescence; stronger effect = higher value; factor 1 = untreated enzyme, 0 = blocked | activation factor at 5 µM | actives 1.4% (n = 96,000);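 active means activation factor of 2 or more for CYP2C9 at a 5 µM dose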;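 further: 0 = sulfaphenazole-blocked wells and 1 = vehicle-only wells; values of inactives mirror those of a sister screen read the other way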
# CYP2C9 inh = blocks human cytochrome P450 2C9; inhibition, % at 5 µM; actives 20% (n = 96,000); CYP2C9 Supersomes, luciferin-H conversion, luminescence;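 active means blocking of liver enzyme CYP2C9 beyond about 50% at 5 µM, limit read from the data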; further: values of inactives mirror those of a sister screen read the other way
# PostGolgi yeast = growth inhibition of a yeast mutant, post-Golgi transport screen; post-Golgi transport phenotypic cell assay; inhibition, % at 10 µM; actives 0.9% (n = 98,000); AID 739; in the data active means inhibition above about 30%;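 further: yeast cells grown in 1536-well plates; yeast grown about 18 h at 30C before absorbance read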
# PLAP act = activates human placental alkaline phosphatase; purified PLAP enzyme, luminescent substrate read-out; stronger effect = higher value; activation fold at 20 µM; actives 1.2% (n = 96,000); AID 696; in the data active means activation fold above about 2
# Ecoli WT expand = growth inhibitors of E. coli BW25113 wild type | OD600 absorbance | growth inhibition, % at 100 µM | actives 0.15% (n = 98,000) | AID 710;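 active means growth inhibition above about 50% at one test dose, limit read from the data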;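 further: growth measured after 20 h incubation at 37 °C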
# EphB4 antag = antagonists of human EphB4-ephrin-B2 interaction. P54760. EphB4 LBD / TNYL-RAW-Alexa532 peptide, fluorescence polarization. inhibition, % at 7 µM. actives 0.15% (n = 97,000);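 active means inhibition above the screen-wide mean inhibition plus 3 SD, cut at about 15% in these data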;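 further: 0% = DMSO wells and 100% = excess unlabeled TNYL-RAW peptide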
# Pyk2 oligo antag = blocks oligomerization of human Pyk2 in cells. z-score (the deposit names both 25 µM and 10 µM). AID 1347419. Q14289. actives 0.83% (n = 99,000). Q293 cells, Pyk2 FERM NanoBiT luminescence; stronger effect = lower value;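 active means Z-score of -3 or lower, scaled per plate to the spread of control and sample wells; inactive means z-score above -3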;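 further: negative z-score means lost luminescence so less FERM oligomerization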
# Target sequence (Q14289 whole entry, looked up): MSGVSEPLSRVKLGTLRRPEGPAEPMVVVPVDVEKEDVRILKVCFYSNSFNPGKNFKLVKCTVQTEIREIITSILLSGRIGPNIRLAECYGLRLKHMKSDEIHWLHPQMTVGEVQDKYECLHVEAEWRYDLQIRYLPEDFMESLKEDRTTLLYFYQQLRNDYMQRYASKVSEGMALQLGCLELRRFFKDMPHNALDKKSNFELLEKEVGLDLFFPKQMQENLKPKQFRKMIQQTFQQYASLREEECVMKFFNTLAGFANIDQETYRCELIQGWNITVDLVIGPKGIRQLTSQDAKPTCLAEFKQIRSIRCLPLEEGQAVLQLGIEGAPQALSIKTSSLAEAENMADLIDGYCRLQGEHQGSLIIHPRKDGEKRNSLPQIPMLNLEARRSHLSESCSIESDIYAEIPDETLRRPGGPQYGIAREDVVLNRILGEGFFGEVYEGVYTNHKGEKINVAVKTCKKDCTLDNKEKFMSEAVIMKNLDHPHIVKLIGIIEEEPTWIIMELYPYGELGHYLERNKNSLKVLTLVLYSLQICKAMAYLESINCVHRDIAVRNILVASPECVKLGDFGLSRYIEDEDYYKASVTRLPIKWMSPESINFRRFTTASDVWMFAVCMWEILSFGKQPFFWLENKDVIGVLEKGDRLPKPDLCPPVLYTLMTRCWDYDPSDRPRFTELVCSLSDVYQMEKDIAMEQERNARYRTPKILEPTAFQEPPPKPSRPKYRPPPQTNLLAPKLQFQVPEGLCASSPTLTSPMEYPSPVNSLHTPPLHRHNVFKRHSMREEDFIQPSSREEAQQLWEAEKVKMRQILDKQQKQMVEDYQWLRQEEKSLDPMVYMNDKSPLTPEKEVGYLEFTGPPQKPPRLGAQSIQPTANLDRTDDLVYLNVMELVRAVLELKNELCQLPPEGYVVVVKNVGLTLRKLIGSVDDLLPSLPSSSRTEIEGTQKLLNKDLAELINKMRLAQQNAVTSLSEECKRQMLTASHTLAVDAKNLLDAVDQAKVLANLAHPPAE
# CYP2C19 inh = human CYP2C19 inhibition; inhibition, % at 5 µM; AID 778; P33261; actives 21% (n = 96,000); CYP2C19 Supersomes, luciferin-H EGE luminescence, 30 min;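 active means CYP2C19 inhibition above a set limit at 5 µM in the primary screen, cut at about 50% in these data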;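 further: plate controls were negative control wells for no effect and 2.5 mM tranylcypromine positive control for full effect; values of inactives mirror those of a sister screen read the other way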
# CYP2C19 act = cytochrome P450 2C19 (human) activation; AID 1025; activation factor at 5 µM; 96,000 tested, under 10 active; recombinant CYP2C19, luciferin-H EGE luminescence; stronger effect = higher value; 0 = fully inhibited enzyme, 1 = untreated enzyme;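 active means activation factor of at least 2 at 5 µM in the primary screen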;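 further: 0 = wells with 2.5 mM tranylcypromine and 1 = vehicle-only wells; values of inactives mirror those of a sister screen read the other way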
# Numbers without * were called inactive; / = not tested or not shown.
SMILES,CYP2C9 activ,CYP2C9 inh,PostGolgi yeast,PLAP act,Ecoli WT expand,EphB4 antag,Pyk2 oligo antag,CYP2C19 inh,CYP2C19 act
O=C(CCCOc1ccc(Cl)cc1Cl)N/N=C\C1CCCCC1,0.8,16.1,-1.3,1.1,0.0,6.1,1.09,91.5*,0.1
COc1ccccc1N1CCN(C(c2cc3ccc(C)cc3[nH]c2=O)c2nnnn2C2CCCC2)CC1 (stereo not drawn),0.1,90.9*,-1.1,1.5,-13.0,-5.3,1.63,71.8*,0.3
Cc1ccc(C(=O)NCCc2csc(C)n2)cc1,0.5,53.2*,1.6,1,-8.0,-0.9,/,13.0,0.9
Cc1nn(C)c2ncc(C(=O)c3cc(F)ccc3O)cc12,0.3,68.0*,1.4,1,1.0,1.6,0.04,95.2*,0
CCN1CCN(Cc2nc(N)nc(Nc3ccc(C)c(C)c3)n2)CC1,1.2,-19.1,0.3,1.4,5.0,2.4,0.87,-14.0,1.1
N#Cc1cn(-c2ccccc2)nc1-c1ccco1,0.7,32.0,-2.1,0.8,-5.0,-4.5,-0.6,13.9,0.9
O=C(CN1C(=O)CSC1=O)NC1CCCCC1,/,/,7.9,/,-4.0,-2.8,-0.42,/,/
COc1cc2c(C(=O)NCc3ccccn3)cn(C)c(=O)c2cc1OC,1.1,-11.6,16.6,0.9,-5.0,0.8,0.34,-13.1,1.1
CC(=O)NC(Cc1c[nH]c2ccccc12)C(=O)N1CCc2ccccc2C1 (stereo not drawn),0.5,46.9,-0.9,1.7,4.0,0.0,-0.21,75.4*,0.2
COc1ccc(-c2nc(C)c(C(C)=O)n2O)cc1,1.1,-5.5,3.6,1.1,2.0,6.9,1.17,-9.3,1.1
O=S(=O)(c1ccccc1Cl)N1CCCC1c1nc(-c2ccc(Cl)cc2)no1 (stereo not drawn),1.1,-9.3,-3.8,1,-6.0,-3.3,1.32,27.9,0.7
O=C(CSc1nc2cc3ccccc3cc2[nH]1)Nc1ccc(F)cc1,0.3,68.6*,2.0,1,-9.0,-4.6,0.27,37.1,0.6
CCOC(=O)CNC(=O)C(NC(=O)C1CCC(C)CC1)C(C)CC (stereo not drawn),1,-1.3,-4.2,0.9,7.0,/,0.2,7.2,0.9
CC1CCC2(CC1)NC(=S)N(c1ccccc1)N2 (stereo not drawn),0.9,9.1,4.4,0.8,-16.0,-3.7,0.64,54.2*,0.5
N#CC1(C#N)C2=C(CCCC2)NC(c2ccccc2)C1(C#N)C#N (stereo not drawn),0.6,40.5,-3.5,1.5,-3.0,-0.2,/,14.8,0.9
CC1CCCN(c2c([N+](=O)[O-])c(=O)oc3ccccc23)C1 (stereo not drawn),0.7,26.3,7.8,0.9,2.0,1.7,-0.15,94.3*,0.1
O=C(C1CCC(N2C(=O)C3CC=CCC3C2=O)CC1)N1CCCCC1 (stereo not drawn),0.5,45.8,-0.7,1.6,-7.0,0.8,0.41,31.5,0.7
Cc1nn(-c2ccccc2)c(C)c1C(=O)OCC(=O)NC12CC3CC(CC(C3)C1)C2,0.7,27.0,0.7,1.4,-7.0,0.6,-3.13*,67.5*,0.3
Cc1noc(NS(=O)(=O)c2ccc(NC(=O)CSc3nc4c(cc3C#N)CCCCC4)cc2)c1C,0.8,23.7,3.2,1.4,-3.0,-3.0,-2.55,-7.1,1.1
Cc1cc(COc2ccccc2O)on1,1.1,-8.7,-4.3,0.8,0.0,-4.9,-0.35,2.6,1
CCC(=O)N(Cc1cc2c(C)ccc(C)c2[nH]c1=O)C1CCCCC1,0.8,18.2,-7.7,1.3,12.0,0.5,-0.01,5.0,0.9
COc1ccc(O)c(C(=O)c2cc(C#N)c(=O)n(CC3CCCO3)c2)c1 (stereo not drawn),0.8,18.2,-3.1,1,4.0,-0.9,-0.22,9.4,0.9
N#CCCN1CCN(S(=O)(=O)c2ccc(S(=O)(=O)N3CCCC3)cc2)CC1,0.8,16.2,-2.6,0.9,-7.0,/,/,-7.1,1.1
O=C(c1ccc(N2CCN(C3CC(=O)N(c4ccc(F)cc4)C3=O)CC2)cc1)c1cccnc1 (stereo not drawn),0.7,29.1,1.3,1.4,-2.0,-2.8,/,6.6,0.9
O=C1CC(N2CCN(Cc3ccc4c(c3)OCO4)CC2)C(=O)N1CCc1ccccc1 (stereo not drawn),1,3.0,-3.9,1.7,-11.0,/,-0.85,14.1,0.9
COCCCNC(=O)COc1ccc(-c2nccc(-c3ccccn3)n2)cc1,0.6,40.4,15.7,1.2,2.0,-9.0,1,37.3,0.6
CCOc1ccc(N2C(=O)c3cccnc3C2Nc2ccc(C)c(C)c2)cc1 (stereo not drawn),0.9,10.6,12.0,1.1,3.0,3.0,-0.67,48.4,0.5
COC(=O)CSc1nc2ccc(C)cc2[nH]1,1,-2.7,7.8,1.1,-1.0,-3.4,0.2,4.5,1
CCC(=O)Nc1nonc1-c1nc2ccccc2n1Cc1ccccc1,0.6,40.8,1.1,1.3,-2.0,2.3,-0.05,45.1,0.5
C=CCSc1nnc(-c2cccnc2)o1,1,-1.6,-4.9,1,5.0,3.0,/,-0.5,1
Cc1ccc2nc(C)cc(C(=O)OCC(=O)c3ccc(Cl)c([N+](=O)[O-])c3)c2c1,0.7,26.1,-0.9,1,-14.0,-1.9,1.45,14.8,0.9
O=C(Cc1cccs1)N/N=C/C(Br)=C/c1ccccc1,0.6,36.9,3.1,1,-8.0,-3.7,-0.21,3.7,1
CN1C(=O)c2ccccc2C(C(=O)NCCCN2CCCC2=O)C1c1c[nH]c2ccccc12 (stereo not drawn),1.2,-19.4,-2.0,1.2,-4.0,-1.6,/,0.1,1
CC(NC(=O)COc1ccc(/C=N/NC(=O)C(=O)Nc2ccccc2Br)cc1)c1ccccc1 (stereo not drawn),0.3,68.7*,-0.8,1.1,-9.0,-2.3,0.46,46.9,0.5
C=CCn1c(=O)c2c(nc3n2CC(C)CN3c2cccc(OC)c2)n(C)c1=O (stereo not drawn),0.8,23.9,-0.2,1.1,-5.0,1.5,/,-1.6,1
C/C(=N\NC(=S)Nc1cccc(C)c1)c1ccccc1,1,-0.4,-1.0,0.9,-15.0,2.8,0.59,33.4,0.7
Cc1nnc(SCC(=O)Nn2cnnc2)s1,0.7,29.8,2.5,0.9,6.0,/,0.51,4.0,1
CCCSc1nnc(C(C)C)n1N,1.1,-11.3,8.6,1.1,-4.0,1.6,0.6,-15.0,1.1
Cc1ccc(Cn2c(-n3nc(C)cc3C)nc3c2c(=O)[nH]c(=O)n3C)cc1,0.9,10.2,5.8,1.2,-10.0,-2.3,0.59,15.3,0.8
CCC/S(CC1CC1(Cl)Cl)=N\S(=O)(=O)c1ccc(C)cc1 (stereo not drawn),1,-3.4,-4.8,1.1,3.0,0.0,0.44,5.3,0.9

# Single values from above:
# Ecoli WT expand with Cc1ccc2nc(C)cc(C(=O)OCC(=O)c3ccc(Cl)c([N+](=O)[O-])c3)c2c1 → -14.0
# PostGolgi yeast with CCCSc1nnc(C(C)C)n1N → 8.6
# CYP2C19 act with C=CCn1c(=O)c2c(nc3n2CC(C)CN3c2cccc(OC)c2)n(C)c1=O (stereo not drawn) → 1

# Further structures:
SMILES,CYP2C9 activ,CYP2C9 inh,PostGolgi yeast,PLAP act,Ecoli WT expand,EphB4 antag,Pyk2 oligo antag,CYP2C19 inh,CYP2C19 act
CCOC(=O)c1cc(-c2ccc(C)cc2)n(CCC(=O)NC(C)CC)c1C (stereo not drawn),0.5,48.1,-4.5,1,-9.0,1.1,-0.17,64.1*,0.4
Cc1cc2c(c(=O)n1Cc1ccccn1)C(c1ccc3c(c1)OCO3)C(C#N)=C(N)O2 (stereo not drawn),0.7,25.9,-1.2,0.8,-1.0,/,-0.19,10.8,0.9
C=CCn1c(SC2CCOC2=O)nc2sc(CC)cc2c1=O (stereo not drawn),0.7,31.3,0.8,1,-1.0,-8.7,0.88,2.5,1
Brc1cccc(-c2nnc(-c3ccccc3)o2)c1,1,-2.3,1.5,0.9,-1.0,4.0,-1.97,-0.9,1
CCc1c(C)nc2ncnn2c1N1CCC(C(=O)Nc2ccccc2)CC1,0.3,65.5*,-3.1,1.8,3.0,-1.1,0.25,95.0*,0.1
O=C(CCNS(=O)(=O)c1ccccc1F)NCc1ccc2c(c1)OCO2,0.7,28.3,9.0,0.8,-1.0,-2.1,0.17,70.0*,0.3
O=C(NCc1ccccn1)c1cc2ccccn2n1,1.1,-10.8,1.3,1.1,7.0,-4.2,/,-2.8,1
CCc1cc2c(=O)c(-c3nc4ccccc4n3C)c(C)oc2c(CN2CCN(CCO)CC2)c1O,0.8,17.3,52.0*,1.1,0.0,2.5,0.19,-0.8,1
CC(C)(C)NS(=O)(=O)c1ccc(-c2csnn2)s1,0.7,28.1,-1.1,0.9,3.0,-4.5,1.79,93.1*,0.1
COc1ccc(N2C(=O)C3C4C=CC(C4)C3C2=O)c(OC)c1 (stereo not drawn),0.9,14.8,-6.8,1.1,-8.0,-4.5,1.35,-13.6,1.1
Cc1cccc(OCCSc2ncnc3nc[nH]c23)c1,1.2,-15.4,4.3,1.8,6.0,-3.7,-0.55,18.1,0.8
Cc1cnnn1-c1ccc(C(=O)CCl)cc1,1.1,-13.6,8.9,1.2,98.0*,-4.0,0.09,-25.9,1.3
CCCn1cnc2c(c1=O)c1nc3ccccc3nc1n2CCC1=CCCCC1,0.4,58.1*,-1.1,1,-1.0,-4.2,/,84.0*,0.2
CC(=O)N1CN(C2CCS(=O)(=O)C2)Cc2c1sc1c2CCCC1 (stereo not drawn),1,-2.5,-11.9,1.2,5.0,-11.7,-0.64,-2.0,1
COc1ccc(NC(=O)C2CCN(C(=O)c3ccccc3)CC2)cc1OC,1,-2.1,-2.4,1.3,-6.0,9.3,-0.28,-16.4,1.2
C#CCNc1nc(CC)nc2c1nnn2Cc1ccccc1F,0.9,10.3,7.6,0.9,-1.0,2.4,-1.27,51.5*,0.5
CC12C(=O)N(c3ccccc3C(=O)O)C(=O)C1C1C=CC2C1 (stereo not drawn),1,-4.3,1.5,1,9.0,-3.7,0.82,-2.4,1
O=C(NC1CCN(C(=O)NCc2ccccc2)CC1)c1ccco1,1,-1.6,2.0,1,3.0,1.8,0.95,4.1,1
Cc1cc(C(=O)CSc2nn(-c3ccccc3)c(=S)s2)c(C)n1Cc1ccco1,0.7,28.2,0.5,1,-18.0,1.5,-0.34,35.7,0.6
CCOC(=O)c1cc(=O)n2[nH]c(-c3ccc(C)cc3)cc2n1,0.7,32.0,-2.1,0.8,-4.0,4.6,0.57,2.8,1
COC(=O)c1c(C(=O)OC)c(-c2ccccc2)n2c1CS(=O)C2 (stereo not drawn),0.9,7.5,10.2,1,-3.0,5.7,0.09,5.6,0.9
Cc1ccc(-c2nnn(CC(=O)N(CC(=O)NC(C)C)c3cnc4ccccc4c3)n2)o1,0.7,29.2,1.8,1.4,-4.0,-5.0,0.49,9.7,0.9
CCOC(=O)N1CCC(N2Cc3cccc(C(=O)O)c3C2=O)CC1,0.6,38.3,-2.0,1.2,-5.0,/,/,3.8,1
CCOc1ccc(NC(=S)N(Cc2ccc(Cl)cc2)Cc2ccco2)cc1,0.5,47.2,-3.8,1,-17.0,-3.6,0.18,33.5,0.7
CSCCC(NS(=O)(=O)c1ccc(Cl)cc1)C(=O)OCC(=O)NC12CC3CC(CC(C3)C1)C2 (stereo not drawn),0.4,60.6*,0.0,1.5,-6.0,2.5,0.56,24.6,0.8
O=C(O)/C=C/c1cn(Cc2ccccc2)nc1-c1ccccc1,1.2,-20.9,-1.1,1,-1.0,3.9,1.02,-0.9,1
C=CCSc1nccc(-c2nn(-c3ccc(C)cc3)ccc2=O)n1,0.5,46.5,1.9,1.3,-20.0,-1.1,1.22,23.7,0.8
CSc1nc(N)nc(SCC(=O)c2ccccc2)c1C#N,0.8,24.6,-21.1,1,-6.0,-11.6,-2.03,4.1,1

# Screening results as filed in PubChem.
